From PubChem
Arr AP2 block – inhibitors of human beta-arrestin and AP2 interaction; 340,000 tested, 0.31% active; inhibition, % at 10 µM; FITC-arrestin peptide / GST-AP2 beads, flow cytometry; AP2 beta2 appendage carries R879A mutation;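 active = inhibition above a set limit, near 3 SD of compounds lacking own fluorescence, cut at about 54% in these data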;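 also: plate controls were DMSO wells for no effect and 5 µM unlabelled arrestin peptide for full effect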
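Assay system: GST-AP2 R879A bound to glutathione beads, E. coli-expressed; Medium: PBS with 0.05% Tween 20 and 0.1% BSA; Also added: fluorescein-tagged arrestin peptide at 50 nM final; Timing: 12 min plus 1 h, RT; Measured by: flow cytometry, FL1 (488/535 nm); Evaluation: percent drop in bead-associated FITC signal.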
Pemphigus Ab inh – blocks pemphigus antibody binding to human desmoglein-3; AID 588358; binding (percent of control), % at 10 µM; DSG3-coupled beads, scFv-anti-DSG3-GFP binding, flow cytometry; active compounds read low; 310,000 tested, 0.48% active; P32926;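 active = binding more than 3 SD below its plate's average and above zero; inconclusive = below that plate limit but binding exactly zero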;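 also: hits lower antibody fragment binding to DSG3; some compounds called inactive have numbers as strong as hits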
Target sequence (P32926 whole entry, looked up, the tested form may be a part): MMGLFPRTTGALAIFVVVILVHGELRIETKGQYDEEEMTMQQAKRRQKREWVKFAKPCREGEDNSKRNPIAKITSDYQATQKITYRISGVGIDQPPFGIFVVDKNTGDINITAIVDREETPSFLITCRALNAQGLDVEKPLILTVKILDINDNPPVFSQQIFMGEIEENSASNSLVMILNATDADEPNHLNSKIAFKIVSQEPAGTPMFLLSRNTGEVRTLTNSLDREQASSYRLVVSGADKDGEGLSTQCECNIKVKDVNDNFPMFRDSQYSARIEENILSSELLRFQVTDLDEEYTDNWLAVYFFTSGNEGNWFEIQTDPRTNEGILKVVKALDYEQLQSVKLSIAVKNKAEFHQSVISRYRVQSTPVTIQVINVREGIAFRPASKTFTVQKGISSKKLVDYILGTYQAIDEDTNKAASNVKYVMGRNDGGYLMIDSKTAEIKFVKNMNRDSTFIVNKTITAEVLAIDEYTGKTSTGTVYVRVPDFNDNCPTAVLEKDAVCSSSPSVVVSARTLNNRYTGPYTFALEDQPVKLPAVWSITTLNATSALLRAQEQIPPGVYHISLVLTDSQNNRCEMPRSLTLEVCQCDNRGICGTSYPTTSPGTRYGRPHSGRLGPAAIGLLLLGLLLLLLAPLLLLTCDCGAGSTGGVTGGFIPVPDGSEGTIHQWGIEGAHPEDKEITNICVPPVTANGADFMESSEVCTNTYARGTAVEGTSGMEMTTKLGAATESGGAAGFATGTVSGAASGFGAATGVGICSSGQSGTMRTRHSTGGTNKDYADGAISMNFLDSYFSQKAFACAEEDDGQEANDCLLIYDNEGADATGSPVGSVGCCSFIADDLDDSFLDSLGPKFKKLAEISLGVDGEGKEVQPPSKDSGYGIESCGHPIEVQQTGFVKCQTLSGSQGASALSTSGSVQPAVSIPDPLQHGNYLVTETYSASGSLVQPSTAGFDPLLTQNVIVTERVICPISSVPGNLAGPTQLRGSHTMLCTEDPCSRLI
MOR-DOR ag – agonists of human mu-delta opioid receptor heterodimerization. P35372+P41143. cells, OPRM1-OPRD1 heterodimerization, luminescence. activation, % at 9.3 µM. 340,000 tested, 0.3% active. AID 504326; in the data active = activation above about 18%;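 also: 0% = vehicle-treated cells and 100% = reference agonist; values of inactives mirror those of a sister screen read the other way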
MOR-DOR inv ag – inverse agonist of human OPRM1-OPRD1 heterodimerization | cell-based MOR-DOR heterodimer luminescence, inverse agonism | inhibition, % at 9.3 µM | 340,000 tested, 0.21% active | AID 504357; in the data active = inhibition above about 22%, passing the limit was not always enough;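 also: 0% = cells with DMSO and 100% = wells without cells with DMSO; values of inactives mirror those of a sister screen read the other way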
RTF Ca sens act – increases calcium sensitivity of human cardiac regulated thin filaments; P19429+P45379; IANBD-labeled TnC RTF fluorescence at EC20 calcium; 0% EC20 calcium, 100% full calcium; activation, % at 7.2 µM; 340,000 tested, 0.24% active; AID 493008;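 active = activation above the mean over all tested compounds plus 3 SD, cut at about 30% in these data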;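 also: rise in fluorescence read as greater calcium sensitivity of cardiac thin filaments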
C-LANA FP – blocks KSHV LANA C-terminal domain binding to DNA. MBP-C-LANA/FAM-LBS DNA binding, fluorescence polarization. 340,000 tested, 0.078% active. inhibition, % at 9 µM;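 active = highest replicate inhibition at or above 60% at 9 µM, even if other replicates fall short; inactive = all replicates below 60% inhibition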;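 also: 0% = neutral control wells and 100% = 4 µM acridine orange control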
Wnt act – activates Wnt/beta-catenin signaling in a reporter cell assay; activation, % at 9.35 µM; activator, plate reader; 300,000 tested, 1.2% active; in the data active = activation above about 30%, passing the limit was not always enough; inconclusive = no clear call, values can overlap the other calls;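 also: 0% = neutral control wells and 100% = positive control wells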
RTF Ca sens inh – cardiac RTF calcium desensitization; IANBD-labeled cardiac RTF, Ca2+ fluorescence; P19429+P45379; 340,000 tested, 0.12% active; inhibition, % at 7.15 µM;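 active = inhibition above the mean inhibition of all tested compounds plus 3 SD, cut at about 17% in these data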;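 also: assay run at fixed EC70 calcium of 1.6 mM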
V-ATPase pHluor – regulators of yeast V-ATPase proton transport | 350,000 tested, 0.37% active | S. cerevisiae, pHLuorin cytosolic pH fluorescence | AID 504577 | response, % at 10 µM; in the data active = response mostly above about 7.3%, no sharp cut-off; inactive = mostly below about 5.4%; also: actives read high; inactives centre near 0; some compounds called inactive have numbers as strong as hits; reference of the scale not given here
Keap1-Nrf2 PPI – disrupts human Keap1 binding to Nrf2 peptide | 340,000 tested, 0.15% active | Keap1 Kelch-Nrf2 peptide fluorescence polarization, 1536-well | inhibition, % at 9.4 µM | Q14145; in the data active = inhibition above about 12%; inconclusive = no clear call, values can overlap the other calls; inactive = below about 7.3%;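 also: human Keap1 Kelch domain with fluorescein labeled Nrf2 9mer peptide probe; 0% = neutral control wells and 100% = peptide positive control; higher means more block of Keap1 binding to Nrf2 peptide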
* marks the source's active call; other numbers are inactive results; ? = inconclusive; . = not tested or not shown. Hits appear at their usual frequency. About 3.1% of those tested had a hit in this group.

SMILES	Arr AP2 block	Pemphigus Ab inh	MOR-DOR ag	MOR-DOR inv ag	RTF Ca sens act	C-LANA FP	Wnt act	RTF Ca sens inh	V-ATPase pHluor	Keap1-Nrf2 PPI
CCCCn1nnc(NC(=S)NC(=O)c2ccc(-c3cccc(Cl)c3Cl)o2)n1	15	.	-2.6	13	-4	-1.7	.	-3	4	-2
CC1CN(c2nc(-c3ccccc3)nc3ccccc23)CC(C)O1 (centres undefined)	7	101	4.2	-24	-4	0.0	-13	5	-1	-3
COC(=O)/C=C/C(=O)Nc1ccc(O)c(Cl)c1	2	80	4.9	-23	4	0.9	-13	4	10	4
CC(=O)Nc1ccc(SC(C)C(=O)NC(N)=O)cc1 (centres undefined)	17	103	-1.3	7	-1	1.4	-4	5	6	0
Cc1ccc(-n2ncc3c(NNC(=O)Cc4ccccc4)ncnc32)cc1	37	106	0.1	-1	4	-1.3	1	-1	-3	1
CCOC(=O)C1CCN(c2cc3c(cc2NC(=O)c2ccccc2Br)n(C)c(=O)n3C)CC1	34	100	-3.3	17	-3	0.2	0	-5	-2	-3
COCc1cc(C)nc(SCC(=O)Nc2ccc3[nH]c(=O)[nH]c3c2)c1C#N	6	106	-2.8	15	-6	-1.6	-4	2	-4	-2
CCN(c1ccc(NC(=O)CN2C(=O)NC3(CCOc4ccccc43)C2=O)cc1)C(C)C (centres undefined)	-1	107	-1.3	8	-4	1.0	.	-7	3	-7
COc1ccc2c(Cl)c(C(=O)N/N=C/c3cccnc3)sc2c1	-2	123	2.4	-19	0	0.3	0	4	3	-2
Cc1[nH]c2ccccc2c1C(=O)COC(=O)c1c(-c2ccccc2)noc1C	.	111	0.5	-2	2	0.5	-6	-23	5	-1
O=C(O)c1ccc(S(=O)(=O)c2ccc([N+](=O)[O-])cc2[N+](=O)[O-])cc1	13	92	6.9	-32	-7	0.0	1	-4	-2	?
CC(C)(C)NC(=O)c1nc2nc(-c3ccccc3)cc(C(F)(F)F)n2n1	14	102	-1.0	5	2	-0.4	.	-1	1	-1

Given with values under each structure: entries from further up
Each structure is followed by: Arr AP2 block	Pemphigus Ab inh	MOR-DOR ag	MOR-DOR inv ag	RTF Ca sens act	C-LANA FP	Wnt act	RTF Ca sens inh	V-ATPase pHluor	Keap1-Nrf2 PPI
CC(=O)Nc1ccc(SC(C)C(=O)NC(N)=O)cc1 (centres undefined)
→ 17	103	-1.3	7	-1	1.4	-4	5	6	0
CC(C)(C)NC(=O)c1nc2nc(-c3ccccc3)cc(C(F)(F)F)n2n1
→ 14	102	-1.0	5	2	-0.4	.	-1	1	-1
COCc1cc(C)nc(SCC(=O)Nc2ccc3[nH]c(=O)[nH]c3c2)c1C#N
→ 6	106	-2.8	15	-6	-1.6	-4	2	-4	-2
CCN(c1ccc(NC(=O)CN2C(=O)NC3(CCOc4ccccc43)C2=O)cc1)C(C)C (centres undefined)
→ -1	107	-1.3	8	-4	1.0	.	-7	3	-7

Going on with the list:
SMILES	Arr AP2 block	Pemphigus Ab inh	MOR-DOR ag	MOR-DOR inv ag	RTF Ca sens act	C-LANA FP	Wnt act	RTF Ca sens inh	V-ATPase pHluor	Keap1-Nrf2 PPI
COc1cccc(NC(=O)c2ccc3c(c2)N(CC(=O)N2CCOCC2)C(=O)C(C)(C)O3)c1	0	100	0.3	-2	-4	1.3	-1	-9	-49	-2
Cc1ccc(C(=O)NC(=S)N2CCN(c3ccccc3F)CC2)cc1	5	102	-0.4	2	2	-0.5	1	-6	-4	-2
N/C(Cc1ccc([N+](=O)[O-])cc1)=N\OC(=O)c1ccc([N+](=O)[O-])cc1	14	95	1.9	-9	3	1.0	.	-3	-3	-1
CN(C)c1ccc(/C=N/NC(=O)Cn2nnc3ccccc32)cc1	1	.	-0.8	4	-3	2.0	.	4	-1	2
COc1ccccc1NC1CCCCC1NS(=O)(=O)c1ccc(C)cc1 (centres undefined)	22	97	2.7	-15	-4	0.1	0	1	-1	-3
CC1CC(C)CN(c2oc(Cc3ccccc3)nc2C#N)C1 (centres undefined)	17	99	2.2	-12	0	-1.1	.	14	-3	-1
COc1ccc(CCCC(=O)NCC(=O)N/N=C/c2cc(Cl)ccc2OC)cc1	17	105	1.9	-8	3	0.9	-1	-2	1	-2
CC(=O)C1=C(C)Nc2ncnn2C1c1cccc(O)c1 (centres undefined)	5	100	-2.3	11	2	3.1	0	-10	2	-5
CCCOc1ccc(Cl)cc1/C=C1/C(=O)ON=C1C	20	93	-1.6	7	3	0.9	-2	-4	2	-7
O=C(CNC(=O)C(c1ccccc1)c1ccccc1)N/N=C/c1ccc(O)cc1O	1	95	-2.1	11	-3	-1.1	2	-8	-3	0
Cc1cc(Cl)ccc1OC(C)C(=O)NCCCCc1ccccc1 (centres undefined)	7	102	6.0	-33	0	-0.6	.	-10	0	-4
COC(=O)c1ccccc1NC(=O)CN(c1ccccc1)S(=O)(=O)N(C)C	7	95	-1.3	7	0	-2.2	.	8	-3	-3

Whole records from above. Order of values: Arr AP2 block, Pemphigus Ab inh, MOR-DOR ag, MOR-DOR inv ag, RTF Ca sens act, C-LANA FP, Wnt act, RTF Ca sens inh, V-ATPase pHluor, Keap1-Nrf2 PPI
COC(=O)c1ccccc1NC(=O)CN(c1ccccc1)S(=O)(=O)N(C)C across the screens: 7, 95, -1.3, 7, 0, -2.2, ., 8, -3, -3
CC1CN(c2nc(-c3ccccc3)nc3ccccc23)CC(C)O1 (centres undefined) across the screens: 7, 101, 4.2, -24, -4, 0.0, -13, 5, -1, -3
N/C(Cc1ccc([N+](=O)[O-])cc1)=N\OC(=O)c1ccc([N+](=O)[O-])cc1 across the screens: 14, 95, 1.9, -9, 3, 1.0, ., -3, -3, -1

Continuation:
SMILES	Arr AP2 block	Pemphigus Ab inh	MOR-DOR ag	MOR-DOR inv ag	RTF Ca sens act	C-LANA FP	Wnt act	RTF Ca sens inh	V-ATPase pHluor	Keap1-Nrf2 PPI
Cc1ccc(/C=N/NC(=S)Nc2cccc(S(=O)(=O)N(C)C)c2)o1	43	91	1.9	-10	-5	0.5	-3	-1	1	-7
CCN1CCN(c2cc(C)c3cc(NC(=S)N(CC)CC)ccc3n2)CC1	21	100	-2.5	13	-2	-1.7	3	-10	4	5
Cc1cccn(Cc2c(Cl)cccc2Cl)c1=O	-4	101	.	.	.	.	-2	.	1	.
Cc1noc(C)c1N=Nc1ccccc1C(=O)O	17	99	-1.5	8	-1	0.8	-1	-1	-1	1
Cc1ccc(S(=O)(=O)Oc2ccccc2/C=N/NC(=O)c2nn(C)cc2[N+](=O)[O-])cc1	7	98	-0.9	5	5	0.5	23	4	2	-2
CC(=O)Nc1ccc(N2C(=O)CC(N3CC(C)OC(C)C3)C2=O)cc1 (centres undefined)	14	101	-1.1	6	-5	-0.8	.	-6	-2	2
Cn1c(N)c(C(=O)COC(=O)/C=C/c2cccc(F)c2)c(=O)n(C)c1=O	8	102	0.9	-4	2	-1.7	-2	-5	2	-4
O=C(C[C@@H]1C/C=C\C[C@H](Cc2ccc(F)cc2)C(=O)OC[C@@H](c2ccccc2)NC1=O)NCCO	1	104	3.5	-19	-7	-0.3	-1	3	-3	-6
CCC(=O)NCC(=O)OCC(=O)c1ccccc1	7	91	-0.7	4	2	-0.4	-5	-4	-5	-3
Oc1c(C(c2ccc(F)cc2)N2CCc3ccccc3C2)sc2ncnn12 (centres undefined)	-5	101	-1.3	8	3	-0.3	2	-7	0	-3
COC(=O)c1ccc(/C=C2\SC(=S)N(CCCC(=O)N3CCOCC3)C2=O)cc1	-4	.	-1.3	10	-2	0.4	-1	-3	5	1
O=C(NC(=S)NCCc1ccccc1)c1ccco1	47	104	0.1	-1	-3	-0.3	.	1	1	-3
O=c1[nH]c(C(F)(F)F)nc2ccccc12	-6	107	-2.9	17	-2	0.7	.	3	-2	-4
COc1ccc2ccccc2c1CN1CCN(C)CC1	-2	99	-0.3	2	-2	0.3	-4	-7	0	1
COC(=O)c1cc(S(=O)(=O)NCC2CCN(Cc3cc(C)ccc3C)CC2)c[nH]1	6	.	-1.0	5	0	1.4	0	-9	1	-2
COc1cc(OC)c(N2CC(C(=O)Nc3cccc(C(=O)NC4CC4)c3)CC2=O)cc1Cl (centres undefined)	9	96	-0.2	1	8	1.0	0	-4	-1	-1
C=CCN1C(=O)CN=C1Nc1cccc(C)c1	2	.	-1.8	11	4	-0.8	8	-2	-3	-2
CC(C)N(Cc1nc(-c2ccccc2)no1)C(=O)c1ccc(Br)o1	3	.	5.9	-30	-1	0.9	.	-10	1	-3
COc1ccc(-c2cc(C(=O)N/N=C/c3ccc(OC)c(COCC(F)(F)C(F)F)c3)c3ccccc3n2)c(OC)c1	4	75	-1.2	7	1	-1.1	-11	-2	-2	1
CC(C)NC(=S)n1cc(C(=O)c2cc(Cl)cc(Cl)c2O)cn1	11	.	0.8	-5	2	0.9	16	-9	-6	0
CCC(C)(C(=O)NC1CCCCC1)N(Cc1cccs1)C(=O)c1ccccn1 (centres undefined)	20	112	18	-85	1	-0.9	0	0	2	-7
CCc1cccc2c(C(=O)CN3C(=O)N(C)C4(CCCCC4)C3=O)c[nH]c12	24	108	-3.1	13	-3	-0.3	19	-3	5	0
CCOC(=O)c1cccc(NC(=O)CSc2nncn2-c2ccccn2)c1	31	123	1.5	-12	0	0.2	-3	0	-3	-2
COc1ccc(S(=O)(=O)NCCS(=O)(=O)N2CCN(c3ccccc3)CC2)cc1	4	110	1.5	-10	-3	1.7	-2	-12	2	-6
CCNC(=O)NC1(C(=O)Nc2ccc3c(c2)OCCO3)CCCCC1	-1	99	-2.5	13	-3	-0.1	-2	-11	2	4
COc1cc(NS(=O)(=O)c2ccc(Nc3nc(-c4ccccc4)cs3)cc2)nc(OC)n1	-9	98	-1.5	9	-2	4.4	.	1	-1	2
C=CCn1c(COc2ccc3c(c2)CCCC3)nnc1SCC(=O)Nc1cccc(SC)c1	-10	96	0.3	-2	-4	-0.1	4	1	-2	1
C[C@H]1CCC[C@]2(O[C@@H](CCO)C[C@@H](O)[C@@H]2O)O1	-4	102	-0.8	4	-2	-1.9	-1	-2	-4	-3
CCCc1nnc(NC(=O)Cn2c(=O)oc3cc(Br)ccc32)s1	-50	109	3.1	-17	4	-1.1	0	-7	-2	-5
CC(C)c1cc(C(=O)N2CCCC(N3CCN(c4ccccc4F)CC3)C2)nc(N)n1 (centres undefined)	32	98	0.3	-2	2	-0.1	3	-11	-5	6
COC(=O)c1ccccc1-c1cn(C)c2ccccc2c1=O	-4	97	-3.9	17	6	-0.7	-1	-2	-3	-1
c1cc(CNC2=NCCCCC2)ccn1	9	100	-1.4	8	-2	1.8	-1	0	2	-6
CCOC(=O)CNC(=O)c1sc2ncnc(N3CCc4ccccc4C3)c2c1C	6	105	0.8	-4	5	0.6	-3	-5	2	-7
